# Screening data: PubChem, Sanford-Burnham Center for Chemical Genomics
# UBC13 inh: UBC13 polyubiquitin chain formation inhibitors, primary screen, biochemical, TR-FRET, uHTS; Ubiquitin-conjugating enzyme E2 N (Homo sapiens), P61088; inhibition, % at 20 µM; hit rate 0.47% among 330,000; AID 485273, 2010; in the data active = inhibition above about 45%, passing the limit was not always enough
# APJ ag: agonists of human apelin receptor APJ, primary screen, CHO-K1 cells, PathHunter beta-arrestin, luminescence. P35414. 0% DMSO wells, 100% apelin. activation, % at 20 µM. hit rate 0.11% among 330,000. AID 2520, 2010;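 active = activation more than six SD over the plate average, tested at 20 µM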;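 also: 0% = DMSO alone and 100% = apelin-13 at 10 nM; some results filed as inactive read as strong as hits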
# Target sequence (P35414 whole entry, looked up): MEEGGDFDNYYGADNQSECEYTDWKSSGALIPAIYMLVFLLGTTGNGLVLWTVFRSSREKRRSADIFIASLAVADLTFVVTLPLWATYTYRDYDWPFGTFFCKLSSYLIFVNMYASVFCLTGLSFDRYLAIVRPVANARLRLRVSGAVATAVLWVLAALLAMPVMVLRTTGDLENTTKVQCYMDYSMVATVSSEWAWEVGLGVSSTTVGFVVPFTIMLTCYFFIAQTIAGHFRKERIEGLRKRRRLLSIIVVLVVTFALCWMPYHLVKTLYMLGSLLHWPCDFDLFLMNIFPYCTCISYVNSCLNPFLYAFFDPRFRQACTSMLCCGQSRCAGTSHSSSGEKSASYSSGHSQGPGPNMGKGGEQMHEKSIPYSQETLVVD
#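 Material: CHO-K1 APJ beta-arrestin complementation cell line; Input: cell density 1000 per well; Incubation: compound stimulation 90 min at 25 °C, detection 60 min; Signal: luminescence from split beta-galactosidase complementation, Galacton Star/Emerald II substrate; Controls: DMSO-only wells as negative, 10 nM Apelin-13 as positive control.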
# EBI2 antag: EBI2 receptor antagonists, beta-arrestin recruitment, primary screen, cell-based, luminescence, 7a,25-OHC stimulation, uHTS; G-protein coupled receptor 183 (Homo sapiens), P32249; 7a,25-OHC stimulated; inhibition, % at 5 µM; hit rate 0.81% among 360,000; AID 651636, 2012; in the data active = inhibition above about 38%;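 also: enzyme fragment complementation signal reports receptor beta-arrestin coupling in cells; 0% = agonist plus DMSO wells and 100% = wells without agonist; some results beyond the cut were filed as inactive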
# Target sequence (P32249 whole entry, looked up, the tested form may be a part): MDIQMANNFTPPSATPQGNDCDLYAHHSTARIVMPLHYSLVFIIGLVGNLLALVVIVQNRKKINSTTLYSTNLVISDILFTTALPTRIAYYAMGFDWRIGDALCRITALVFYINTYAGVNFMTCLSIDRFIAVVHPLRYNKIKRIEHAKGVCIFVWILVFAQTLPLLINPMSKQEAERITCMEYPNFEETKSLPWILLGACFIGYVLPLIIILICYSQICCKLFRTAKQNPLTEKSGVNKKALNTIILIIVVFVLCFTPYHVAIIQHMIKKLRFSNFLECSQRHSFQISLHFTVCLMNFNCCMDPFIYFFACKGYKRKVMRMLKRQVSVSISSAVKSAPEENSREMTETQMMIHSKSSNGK
# CXCR6 block: CXCR6 receptor inhibitors, primary screen, cell-based, beta-arrestin, luminescence, CHO-K1 PathHunter, 1536-well. AID 602244, 2012. hit rate 0.36% among 360,000. C-X-C chemokine receptor type 6 (Homo sapiens), O00574. inhibition, % at 20 µM; in the data active = inhibition above about 34%, passing the limit was not always enough;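 also: antagonist mode with CXCL16 agonist at 10 nM final; 0% = 10 nM CXCL16 with DMSO and 100% = unstimulated wells without agonist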
# ATG4B inh: ATG4B protease inhibitors, primary screen, biochemical, fluorescence, uHTS; Cysteine protease ATG4B (Homo sapiens), Q9Y4P1; AID 504462, 2011; ATG4B cleavage of LC3-PLA2, NBD-HPC fluorescence, 1 h; inhibition, % at 8.33 µM; hit rate 0.51% among 340,000; in the data active = inhibition above about 40%
# Gli-Sufu antag: Gli-Sufu pathway antagonists, primary screen, luciferase luminescence, Sufu-KO-LIGHT cells, uHTS; AID 588413, 2011; hit rate 0.74% among 340,000; Sufu-KO-LIGHT fibroblasts, Gli luciferase reporter luminescence; inhibition, % at 5 µM;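 active = inhibition above about 55%, limit read from the data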;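 also: 0% = DMSO-treated cells and 100% = wells with medium but no cells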
# APJ antagonist: antagonists of human apelin receptor APJ, primary screen, CHO-K1 cells, beta-arrestin complementation, luminescence; P35414; inhibition, % at 20 µM; hit rate 0.32% among 330,000;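 active = inhibition above about 40% at 20 µM, limit read from the data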;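 also: cells challenged with 10 nM apelin-13 agonist together with compound; plate controls were apelin-13 plus DMSO wells for no effect and DMSO wells lacking apelin-13 for full effect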
# CCR6 antag: CCR6 receptor antagonists, primary screen, cell-based, CHO-K1, luminescence, beta-arrestin, uHTS; C-C chemokine receptor type 6 (Homo sapiens), P51684; CHO-K1 CCR6 PathHunter beta-arrestin, CCL20-stimulated; inhibition, % at 20 µM; hit rate 0.49% among 340,000;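 active = compounds whose inhibition of the agonist-driven luminescence signal at 20 µM reaches about 50%, limit read from the data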;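 also: cells stimulated with CCL20 at 14 nM final; plate controls were DMSO with CCL20 for no effect and DMSO without agonist for full effect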
# Target sequence (P51684 whole entry, looked up): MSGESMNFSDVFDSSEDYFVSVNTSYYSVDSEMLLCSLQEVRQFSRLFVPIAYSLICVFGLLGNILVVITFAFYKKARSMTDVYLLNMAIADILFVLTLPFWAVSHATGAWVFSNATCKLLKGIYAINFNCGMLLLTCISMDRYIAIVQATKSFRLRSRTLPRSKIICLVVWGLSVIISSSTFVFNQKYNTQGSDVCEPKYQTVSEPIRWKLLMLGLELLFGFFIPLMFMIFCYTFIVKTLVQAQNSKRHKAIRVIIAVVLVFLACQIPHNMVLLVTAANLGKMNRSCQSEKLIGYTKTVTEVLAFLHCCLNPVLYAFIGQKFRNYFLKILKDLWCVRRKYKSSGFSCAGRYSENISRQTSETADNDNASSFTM
# Starred values were filed as active, the others as inactive; . = no result given; & = joins results of further samples.
1) CCOC(=O)C1(Cc2cccc(OC)c2)CCN(CC2CC=CCC2)CC1 (centres undefined)
2) Cc1c(C(=O)NCc2cccnc2)sc2nc(-c3ccccc3)cn12
3) NS(=O)(=O)c1ccc(NC(=O)Cn2nc(C(=O)O)c3ccccc3c2=O)cc1
4) O=C(Oc1nsnc1N1CCCCC1)N1CCOCC1
5) O=C(NNC(=O)C1CC=CCC1C(=O)O)c1cccs1 (centres undefined)
6) CC1(C)Cc2ccccc2C(N/N=C/c2ccc(Cl)cc2)=N1
7) Cc1cc(=O)[nH]c(SCC(=O)Nc2nc(-c3ccccc3)c(-c3ccccc3)o2)n1
8) COc1ccc(CCNC(=S)NCCc2ccc(OC)c(OC)c2)cc1OC
assay / entry	1	2	3	4	5	6	7	8
UBC13 inh	12	3	-1	-7	2	4	11	-2
APJ ag	-3	-3	-1	-4	-1	6	-2	1
EBI2 antag	12	-10	-3	-5	-13	0	-27	-1&4
CXCR6 block	7	-4	8	9	5	6	-3	-8&3
ATG4B inh	2	-20	-7	-15	-10	22	0	-7
Gli-Sufu antag	30	-24	26	19	2	-6	-21	3
APJ antagonist	4	11	8	1	8	10	14	4
CCR6 antag	5	4	0	3	0	22	2	-3

9) CCN(C(=O)COC(=O)c1cc(S(=O)(=O)N2CCc3ccccc32)ccc1OC)C1CCS(=O)(=O)C1 (centres undefined)
10) CCCCn1c(SCC(=O)NCc2ccco2)nc2ccccc2c1=O
11) CC(C)CNC(=S)Nc1ccc(Oc2ccccc2)cc1
12) O=C(NCCN1CCN(Cc2ccccc2)CC1)c1cc2c(=O)[nH]c3ccccc3c2s1
13) O=C(Cn1c(=O)n(Cc2ccco2)c(=O)c2c3c(sc21)CCCCC3)Nc1ccccc1
14) O=S(=O)(Cc1ccccc1)c1cnc2ccccc2n1
15) CC(C)[C@H](NC(=O)OCc1ccccc1)C(=O)N[C@@H](Cc1c[nH]c2ccccc12)C(=O)O
16) C/C(=N\NC(=O)c1nnn(-c2nonc2N)c1C(C)C)c1ccncc1
assay / entry	9	10	11	12	13	14	15	16
UBC13 inh	5	12	-9	11	-5	-11	-7	4
APJ ag	-2	0	-2	-4	-8	-4	-1	-2
EBI2 antag	-7	12	-37	11	6	-8	-4	-7
CXCR6 block	3	4	-10	6	6	3	1	11
ATG4B inh	-12	6	-3	-9	21	-1	-13	-9
Gli-Sufu antag	-7	9	-3	5	-2	24	2	4
APJ antagonist	2	16	-31	15	11	-5	10	-19
CCR6 antag	7	9	20	-1	19	12	-1	2

# Record cards, from the list above. Order of values: UBC13 inh, APJ ag, EBI2 antag, CXCR6 block, ATG4B inh, Gli-Sufu antag, APJ antagonist, CCR6 antag
# `O=S(=O)(Cc1ccccc1)c1cnc2ccccc2n1` in the list: -11, -4, -8, 3, -1, 24, -5, 12
# `CCN(C(=O)COC(=O)c1cc(S(=O)(=O)N2CCc3ccccc32)ccc1OC)C1CCS(=O)(=O)C1` (centres undefined) in the list: 5, -2, -7, 3, -12, -7, 2, 7

# Of the compounds above, these contain an NH in an aromatic ring.
7) Cc1cc(=O)[nH]c(SCC(=O)Nc2nc(-c3ccccc3)c(-c3ccccc3)o2)n1
12) O=C(NCCN1CCN(Cc2ccccc2)CC1)c1cc2c(=O)[nH]c3ccccc3c2s1
15) CC(C)[C@H](NC(=O)OCc1ccccc1)C(=O)N[C@@H](Cc1c[nH]c2ccccc12)C(=O)O
assay / entry	7	12	15
UBC13 inh	11	11	-7
APJ ag	-2	-4	-1
EBI2 antag	-27	11	-4
CXCR6 block	-3	6	1
ATG4B inh	0	-9	-13
Gli-Sufu antag	-21	5	2
APJ antagonist	14	15	10
CCR6 antag	2	-1	-1

# Further compounds.
17) CCN(CC)S(=O)(=O)c1cc(NC(=O)COC(=O)CCC(=O)c2ccc(F)cc2)ccc1C
18) COc1cc2nc(C3CC3)n(NC(=O)c3ccc(F)cc3)c(=O)c2cc1OC
19) O=C1CC(=O)N2N=C(c3ccc([N+](=O)[O-])cc3)SC2=N1
20) CCOC(=O)C(N)CSC1CC(=O)N(c2ccc(OCC)cc2)C1=O (centres undefined)
21) CC1=C(C(=O)N2CCCC(CCC(=O)NCc3ccccc3F)C2)OCCO1 (centres undefined)
22) C=CCNc1ncnc2ccc(Br)cc12
23) COc1ccc(N(C)S(=O)(=O)c2cccc(C(=O)NC3CCCC3)c2)cc1
24) Cc1ccc(C2CC(C(F)(F)F)n3nc(C(=O)Nc4c(C)n(C)n(-c5ccccc5)c4=O)cc3N2)cc1 (centres undefined)
assay / entry	17	18	19	20	21	22	23	24
UBC13 inh	1	-1	0	-3	-3	38	-4	7
APJ ag	-3	-6	1	4	-1	2	-2	-3
EBI2 antag	-4	-2	-4	-2	1	3	12	-4
CXCR6 block	0	4	-4	1	5	-5	3	2
ATG4B inh	-9	-8	4	7	8	-6	-4	3
Gli-Sufu antag	-7	5	-2	-23	6	-4	5	-10
APJ antagonist	-5	-7	-21	9	0	-2	-5	5
CCR6 antag	19	1	3	2	14	3	16	2

# Individual results from above:
# `COc1ccc(N(C)S(=O)(=O)c2cccc(C(=O)NC3CCCC3)c2)cc1` in UBC13 inh: -4
# `C=CCNc1ncnc2ccc(Br)cc12` in CXCR6 block: -5
# `COc1cc2nc(C3CC3)n(NC(=O)c3ccc(F)cc3)c(=O)c2cc1OC` in APJ antagonist: -7
# `CCN(CC)S(=O)(=O)c1cc(NC(=O)COC(=O)CCC(=O)c2ccc(F)cc2)ccc1C` in CXCR6 block: 0

# Following part.
25) COc1cc(S(=O)(=O)Nc2ncn[nH]2)ccc1Cl
26) CC(C)(C)NC(=O)CN(CCc1ccccc1)C(=O)c1csnn1
27) O=C(O)CN(c1ccc(F)cc1)S(=O)(=O)c1ccc2c(c1)OCCO2
28) Cc1cccc(OCc2nnc(N)s2)c1
29) OCC1(Cc2ccc(Cl)cc2)CCN(Cc2ccc3nsnc3c2)CC1
30) CCc1c(C)nc2ncnn2c1N1CCC(C(=O)NCc2cccs2)CC1
31) Cc1ccc(-c2cc(C(=O)NCC(c3ccccc3)N(C)C)c3ccccc3n2)o1 (centres undefined)
32) O=C(/C=C\Nc1ccc2c(c1)OCO2)c1ccc2c(c1)OCO2
assay / entry	25	26	27	28	29	30	31	32
UBC13 inh	-6	4	3	1	6	-4	17	-8
APJ ag	-1	-2	1	2	-2	-2	-2	-3
EBI2 antag	-6	-1	-4	-1	-2	0	7	-2
CXCR6 block	0	3	0	-4	-1	-3	-2	2
ATG4B inh	-8	5	0	-6	8	-3	-1	2
Gli-Sufu antag	-4	-2	-1	-2	13	30	15	-97
APJ antagonist	4	15	12	13	-9	0	13	8
CCR6 antag	-5	6	6	-6	9	2	0	-3

33) CN(C(=O)C1CCN(S(=O)(=O)c2ccccc2)CC1)c1c(N)n(Cc2ccccc2)c(=O)[nH]c1=O
34) CCOC(=O)CNC(=O)c1sc(NC(=O)c2ccccc2)nc1C
35) COc1ccc(OC)c(C2CC(=O)Nc3n[nH]c(-c4ccccc4)c32)c1 (centres undefined)
36) COC(=O)CCc1sc(Nc2ccccc2)nc1-c1ccc(OC)cc1
37) Cc1cc(=O)oc2c(C(=O)/C=C/c3ccccc3)c(O)ccc12
38) COC(CN(C)C(=O)c1ccc2c(c1)NC(=O)c1ccccc1S2)OC
39) O=C(NNC(=O)c1cccc(C(F)(F)F)c1)c1ccncc1
40) COC(=O)c1ccccc1NC(=S)NC(=O)C1CCCCC1
assay / entry	33	34	35	36	37	38	39	40
UBC13 inh	0	-7	-1	6	-8	15	0	9
APJ ag	-3	-1	-1	-2	1	-1	-2	-3
EBI2 antag	-18	0	14	4	-12	3	-9	-12
CXCR6 block	-4	0	-5	7	9	-28	1	-10
ATG4B inh	3	-2	-13	3	-10	-1	-4	10
Gli-Sufu antag	1	-11	-10	-71	17	-8	-13	-4
APJ antagonist	14	5	-8	3	-16	-4	11	6
CCR6 antag	11	9	10	12	10	4	6	10

41) CCN(CC)S(=O)(=O)c1cccc(C(=O)N/N=C/c2ccc(O)c(O)c2O)c1
42) O=C(N/N=C/c1cccc([N+](=O)[O-])c1)C1CC(=O)N(c2ccc(F)cc2)C1 (centres undefined)
43) COc1ccc(OCC2CCNCC2)cc1
44) COCCCNC(=O)c1ccc(NS(C)(=O)=O)cc1
45) OC(COc1ccccc1)CN1C2=NCCCN2c2ccccc21 (centres undefined)
46) NC(=O)C1CCN(C2CC(=O)N(c3cccc(F)c3)C2=O)CC1 (centres undefined)
47) Cc1onc(-c2ccccc2Cl)c1C(=O)OCn1nnc2ccccc2c1=O
48) COc1ccc(CCNC(=O)Cn2nnc(-c3ccc(N(C)C)cc3)n2)cc1OC
assay / entry	41	42	43	44	45	46	47	48
UBC13 inh	.	-5	1	-3	6	4	-2	-3
APJ ag	.	0	-2	3	-8	-3	0	-4
EBI2 antag	1	-3	-2	-1	-4	-23	4	-2
CXCR6 block	-12	2	-4	-13	12	5	4	-7
ATG4B inh	35	0	0	2	-9	9	-1	-7
Gli-Sufu antag	1	6	-5	0	14	-3	-2	-6
APJ antagonist	.	8	12	19	18	4	10	6
CCR6 antag	8	0	10	4	1	18	20	-1

49) O=C1[C@@H]2Cc3c([nH]c4ccccc34)CN2C(=O)CN1CCCO
50) COc1ccc(CCNC(=O)c2n[nH]c3ccccc23)cc1
51) CCC(CC)NC(=O)c1ccccc1Oc1ccccc1
52) CCCCc1cc(=O)oc2cc(C)cc(OCC(=O)Nc3cccnc3)c12
53) O=C(Nn1cc(C(=O)Nc2ccccc2F)c2ccccc2c1=O)c1cnccn1
54) CCn1c2ccccc2c2cc(NC(=O)c3cc(OC)c(OC)c(OC)c3)ccc21
55) Cc1cc(NC(=O)C2C3C(=O)N(Cc4ccc(Cl)cc4)C(C(=O)NC4CCCCC4)C34C=CC2(C)O4)no1 (centres undefined)
56) CN(C)c1ccc(CN(Cc2ccco2)C(=O)c2ccco2)cc1
assay / entry	49	50	51	52	53	54	55	56
UBC13 inh	-4	-3	-1	3	-26	-5	11	-4
APJ ag	-3	-3	-6	2	-2	-3	-4	-5
EBI2 antag	-7	-2	1	18	4	18	3	-16
CXCR6 block	-4	-8	3	7	8	39	0	5
ATG4B inh	1	0	12	-11	-8	-6	-4	-6
Gli-Sufu antag	6	-17	13	7	0	71*	5	-9
APJ antagonist	23	4	14	-27	15	-9	8	18
CCR6 antag	10	-2	28	6	20	-3	6	20

57) COc1ccc(C(C)NC(=O)c2ccc([N+](=O)[O-])cc2)cc1OC (centres undefined)
58) O=C1COc2ccc(C(=O)COC(=O)C3CCN(S(=O)(=O)c4cccs4)CC3)cc2N1
59) Cc1ccc(C)c(NC(=O)CNC(=O)N2CC(=O)Nc3ccccc32)c1
60) COC(=O)c1scc(C)c1NC(=O)c1cccc(C#N)c1
61) CC(NCC(=O)NC(=O)NCCC1=CCCCC1)c1ccc(S(N)(=O)=O)cc1 (centres undefined)
62) CCCC1Cc2nc(Cl)c(C#N)cc2CO1 (centres undefined)
63) Cc1sc2ncnc(N3CCC(C(=O)NNC(=O)COc4cccc(C(F)(F)F)c4)CC3)c2c1C
64) O=C(Oc1ccc2ccc(=O)oc2c1)c1ccc([N+](=O)[O-])cc1
assay / entry	57	58	59	60	61	62	63	64
UBC13 inh	5	3	3	0	.	-11	11	10
APJ ag	0	4	-4	-3	.	-5	12	2
EBI2 antag	0	2	-8	9	-1	7	7	3
CXCR6 block	-17	4	2	-9	3	-3	-11	-11
ATG4B inh	3	-13	1	-15	-3	-5	-13	2
Gli-Sufu antag	-4	-10	-52	8	4	1	-8	1
APJ antagonist	-13	-5	9	15	.	10	2	-35
CCR6 antag	1	9	5	7	0	10	-12	0
